XBP1 UPR activ: activators of adaptive XBP1 UPR arm, primary screen, cell-based, CHO-XBP1 luciferase reporter, luminescence, uHTS | IRE1-XBP1 UPR activation; percent of tunicamycin response, DMSO as zero | activation, % at 20 µM | hit rate 0.33% among 330,000 | AID 463104, 2010;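 active means versus positive control, 20 µM dose yields 30% or more activation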;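 further: 100% = tunicamycin at 10 µg/mL and 0% = DMSO only wells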
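Material – CHO cell line with stable XBP1 luciferase reporter · Buffer or medium – F12 plus 10% FBS · Compound – single point, 20 µM final compound, 1% DMSO · Schedule – 16-18 h cell attachment at 37 °C, then 6 h compound exposure · Signal – Steady-Glo luminescence read · Benchmarks – high control tunicamycin 10 µg/mL final, low control DMSO vehicle only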
tim23-1 inh: growth inhibitors of tim23-1 mutant yeast, primary screen, luminescence, uHTS | S. cerevisiae tim23-1 growth, BacTiter-Glo luminescence, 24 h | inhibition, % at 20 µM | hit rate 1.3% among 330,000 | AID 463212, 2010;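 active means growth inhibition of the mutant yeast at or above 50%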;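 further: temperature-sensitive mutant grown at 25 °C; plate controls were DMSO-treated mutant yeast for no effect and medium wells lacking yeast for full effect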
TIM10 inh: growth inhibitors of isogenic TIM10 control yeast, primary screen, counter-screen for tim10-1 yeast inhibitor project, luminescence, uHTS. S. cerevisiae TIM10 strain growth, BacTiter-Glo luminescence, 24 h. inhibition, % at 10 µM. hit rate 1.4% among 330,000;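 active means inhibition of 40% or more at the single tested concentration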;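 further: wild-type TIM10 isogenic control strain grown at permissive 25 °C; 0% = DMSO yeast wells and 100% = minimal medium wells without yeast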
CHOP UPR activ: activators of apoptotic CHOP UPR arm, primary screen, cell-based, CHO-CHOP luciferase reporter, luminescence, uHTS | UPR activation; percent of tunicamycin response over DMSO baseline | activation, % at 10 µM | hit rate 0.34% among 330,000 | AID 449763, 2010;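 active means at 10 µM dose, activation of 40% or more, normalized to positive control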;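 further: 100% = tunicamycin at 10 µg/mL and 0% = DMSO alone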
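System: CHO-CHOP luciferase reporter cell line | Buffer or medium: F12 medium containing 10% fetal bovine serum | Doses: One dose, 10 µM in 0.5% DMSO | Times: 6 h compound exposure at 37 °C after overnight seeding | Signal: Luciferase luminescence | Read-out: % activation vs tunicamycin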
tim10-1 inh: growth inhibitors of tim10-1 mutant yeast, primary screen, luminescence, uHTS | inhibition, % at 20 µM | S. cerevisiae tim10-1 ts strain growth, BacTiter-Glo, 24 h | hit rate 2.2% among 330,000 | AID 463190, 2010;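 active means inhibition of at least 40%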;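 further: mutant grown at 25 °C; 0% = DMSO wells with yeast and 100% = wells holding no yeast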
CXCR6 inh: CXCR6 receptor inhibitors, primary screen, cell-based, beta-arrestin, luminescence, CHO-K1 PathHunter, 1536-well; inhibition, % at 20 µM; hit rate 0.36% among 360,000; in the data active means inhibition above about 34%, passing the limit was not always enough;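 further: antagonist mode with CXCL16 agonist at 10 nM final; 0% = 10 nM CXCL16 with DMSO and 100% = unstimulated wells without agonist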
Target sequence (O00574 whole entry, looked up): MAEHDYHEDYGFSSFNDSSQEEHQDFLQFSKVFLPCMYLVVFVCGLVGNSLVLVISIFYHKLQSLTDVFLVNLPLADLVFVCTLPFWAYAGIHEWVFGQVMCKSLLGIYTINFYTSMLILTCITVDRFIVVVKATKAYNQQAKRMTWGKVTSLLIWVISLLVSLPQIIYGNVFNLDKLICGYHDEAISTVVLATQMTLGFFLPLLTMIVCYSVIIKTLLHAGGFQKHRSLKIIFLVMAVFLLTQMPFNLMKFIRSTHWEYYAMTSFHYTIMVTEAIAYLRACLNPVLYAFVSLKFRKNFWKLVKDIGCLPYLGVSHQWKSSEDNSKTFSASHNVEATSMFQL
APJ antag: antagonists of human apelin receptor APJ, primary screen, CHO-K1 cells, beta-arrestin complementation, luminescence; P35414; inhibition, % at 20 µM; hit rate 0.32% among 330,000; AID 2521, 2010;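 active means inhibition above about 40% at 20 µM, limit read from the data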;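 further: cells challenged with 10 nM apelin-13 agonist together with compound; plate controls were apelin-13 plus DMSO wells for no effect and DMSO wells lacking apelin-13 for full effect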
Target sequence (P35414 whole entry, looked up): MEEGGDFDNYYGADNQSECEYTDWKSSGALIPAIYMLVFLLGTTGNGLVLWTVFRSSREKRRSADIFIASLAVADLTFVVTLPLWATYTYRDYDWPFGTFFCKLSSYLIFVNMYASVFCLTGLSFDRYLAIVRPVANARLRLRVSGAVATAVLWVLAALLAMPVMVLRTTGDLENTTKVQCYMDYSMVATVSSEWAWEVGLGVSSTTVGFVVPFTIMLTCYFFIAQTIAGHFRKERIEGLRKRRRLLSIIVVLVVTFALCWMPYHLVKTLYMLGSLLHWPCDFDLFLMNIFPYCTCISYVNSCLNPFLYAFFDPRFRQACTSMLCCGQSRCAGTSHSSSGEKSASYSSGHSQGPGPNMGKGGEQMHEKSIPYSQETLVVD
Mdm2-MdmX inh: inhibitors of human Mdm2-MdmX association, primary screen, cell-based, luminescence, split luciferase, SaOS-2, uHTS; Protein Mdm4 (Homo sapiens) + E3 ubiquitin-protein ligase Mdm2 (Homo sapiens), …; SaOS-2 split-luciferase Mdm2/MdmX complementation; inhibition, % at 8 µM; hit rate 3% among 330,000; AID 485346, 2010;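 active means inhibition of at least 50% at 8 µM in the primary screen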
APJ ag: agonists of human apelin receptor APJ, primary screen, CHO-K1 cells, PathHunter beta-arrestin, luminescence | 0% DMSO wells, 100% apelin | activation, % at 20 µM | hit rate 0.11% among 330,000 | AID 2520, 2010 | P35414;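 active means activation more than six SD over the plate average, tested at 20 µM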;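 further: 0% = DMSO alone and 100% = apelin-13 at 10 nM; some results filed as inactive read as strong as hits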
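Assay system: engineered CHO-K1 APJ arrestin reporter cells; Amount: 1000 CHO-K1 reporter cells seeded per well; Dosing: one dose, 20 µM compound, 1% DMSO; Times: compound stimulation 90 min at 25 °C, detection 60 min; Measured by: luminescent beta-gal fragment complementation, chemiluminescent substrate; Read-out: APJ–arrestin association signal; Controls: DMSO vs Apelin-13 10 nM.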
Active calls of the source: *; nt = not tested or not shown.

SMILES	XBP1 UPR activ	tim23-1 inh	TIM10 inh	CHOP UPR activ	tim10-1 inh	CXCR6 inh	APJ antag	Mdm2-MdmX inh	APJ ag
CCOc1ccccc1C(=O)Nc1nnc(SCC(=O)Nc2cc(C)on2)s1	3	4	-7	0.5	5	-3	-7	-19	1
Cc1ccc(NC(=O)C(C)OC(=O)Cn2cnc3ccccc3c2=O)cc1 (stereo not drawn)	2	-11	2	0.8	-27	6	-30	-13	4
CC(=O)NN1C(=O)c2ccccc2NC1c1cccc([N+](=O)[O-])c1 (stereo not drawn)	-1	8	2	-1.0	14	-11	5	-2	-4
CC(C)c1nc2oc3c(=O)[nH]cnc3c2c2c1CCC2	1	14	15	0.2	23	-2	5	-20	-2
O=C(CCn1c(=S)[nH]c2ccccc2c1=O)NCCc1ccc(Cl)cc1	-2	-1	-1	0.5	-7	3	5	14	-2
CC(=O)C1=C(C)Nc2cc(C(F)(F)F)ccc2S1	-1	17	7	0.6	13	-5	-1	-12	3
CC(C)NC(=O)Nc1cccc2c1O[C@@H](CN(C)S(=O)(=O)c1ccc(F)cc1)[C@@H](C)CN([C@H](C)CO)C2=O	-1	11	15	0.6	-3	-13	-2	-26	0
Cc1ccc(C(=O)N(Cc2nc(-c3ccc(C)cc3)no2)C(C)C)cc1	0	21	-3	-0.8	24	-1	11	-3	-3
O=C1[C@@H]2Cc3c([nH]c4ccccc34)C(c3cccc([N+](=O)[O-])c3)N2C(=O)CN1CCCO (stereo partly drawn)	-1	10	4	-0.7	12	33	36	8	-7
COC(=O)CN(C)C1CC(=O)N(c2ccc(Cl)cc2)C1=O (stereo not drawn)	0	18	16	0.0	28	-3	18	11	1
O=C(Nc1cccc(S(=O)(=O)NCc2ccco2)c1)c1ccc(Cl)cc1	-4	-1	-12	-1.6	5	-8	-17	24	-1
CCc1cc2cc(OC)ccc2nc1SCC(=O)NNC(=O)c1ccco1	2	3	6	-2.2	-11	-3	-13	3	0
C=CCN1CC(C(=O)N2CCC(Cc3ccc(Cl)cc3)(C(=O)OCC)CC2)CC1=O (stereo not drawn)	-1	8	2	-1.5	13	2	4	28	-2
CC1CCCC(NC(=O)CNC(=S)N(Cc2ccccc2)Cc2cccs2)C1C (stereo not drawn)	-3	26	20	0.6	27	-9	9	2	-1
N#Cc1ccccc1S(=O)(=O)N1CCN(C(=O)Cc2coc3cc(O)ccc23)CC1	-1	4	8	-1.2	7	8	-3	23	-5
CC(=O)Cc1nsc(Nc2ccc(Cl)cc2)n1	0	36	25	4.1	29	-4	-15	-9	-4
CSc1nnc(-c2ccc(S(=O)(=O)N3CCCC3)cc2)n1C	1	19	7	0.0	0	-5	17	12	-1
COc1ccc(N=Nc2cc(C)c(O)c(CN3CCCCC3)c2)cc1	0	13	1	1.3	6	18	14	-35	-7
C#CCSc1nnc(-c2ccc(O)cc2)o1	4	12	8	0.6	11	0	13	15	-3
CCc1cc(C(=O)N(C)CC(=O)Nc2c(Cl)cccc2Cl)sc1C	-3	22	-3	1.1	4	11	6	-10	-3
c1ccc(Oc2cccc3cccnc23)nc1	-2	3	4	1.7	-4	-5	6	0	-1
Cc1ccc(C)c(NC(=O)CCC(=O)NNC(=O)C(c2ccccc2)c2ccccc2)c1	-1	-6	-12	-0.3	11	4	9	23	-4
Oc1ccc(C2C(c3ccccc3)=NN=C(c3ccc(Cl)cc3)N2O)c(O)c1 (stereo not drawn)	1	-6	0	3.3	-18	1	-27	-6	6
Cc1ccc(OC(C)C(=O)Nc2ccccc2C(=O)NCc2cccnc2)cc1C (stereo not drawn)	-5	13	2	-1.0	13	8	13	8	1
CNc1nc2c(N)ncnc2n1[C@H]1O[C@@H](CO)[C@H](O)[C@@H]1O	-2	-7	-4	-3.5	-4	-2	17	34	-2
Cc1ccc([C@@H]2[C@@H]3C(=O)N(C)C(=O)[C@@H]3[C@]3(Cc4ccccc4)C(=O)N(Cc4ccccc4)CC(=O)N23)o1	4	-4	-1	-0.1	-15	-2	12	-20	5
Cc1cccc(-c2nc(CSCC(=O)NCCCN3CCOCC3)c(C)o2)c1	4	10	-11	-0.7	10	-4	11	-10	-2
CCCCCn1c(SCCCC)nc2c1c(=O)[nH]c(=O)n2C	7	13	17	0.3	3	-12	20	-8	-3
CCCCNC(=O)Nc1ccnn1C1CCCCC1	-2	8	-1	-3.7	7	2	15	21	-2
O=C(CN1C(=O)NC(c2ccccc2)(c2ccccc2)C1=O)NC1CCS(=O)(=O)C1 (stereo not drawn)	0	-3	0	-1.2	13	8	-14	-22	7
COC(=O)c1ccc(/C=N/N2CCN(Cc3ccc(C)cc3C)CC2)cc1	-2	9	-13	2.9	-2	-7	15	17	1
CCOc1ccccc1-n1c(=O)c2ccccc2c2ccccc2c1=O	-3	25	22	2.0	25	-1	15	18	-3
CCOc1ccc(S(=O)(=O)N2CCOCC2)cc1NC(=O)CCOc1ccc(C(C)(C)C)cc1	-1	-5	11	1.9	-3	11	23	36	4
CCC1CCCCN1C(=O)CN1C(=O)c2ccccc2S1(=O)=O (stereo not drawn)	-2	-9	7	-0.6	4	11	24	2	-1
CCOC(=O)c1c(-c2ccccc2)oc2ccc(OCC)cc12	0	-5	-6	1.4	18	3	14	4	-5
O=C(c1cc(-c2ccc(F)cc2)on1)N1CCCc2ccccc21	3	36	16	3.1	2	0	10	2	-3

Record cards, from the list above.
Record of CNc1nc2c(N)ncnc2n1[C@H]1O[C@@H](CO)[C@H](O)[C@@H]1O → XBP1 UPR activ: -2; tim23-1 inh: -7; TIM10 inh: -4; CHOP UPR activ: -3.5; tim10-1 inh: -4; CXCR6 inh: -2; APJ antag: 17; Mdm2-MdmX inh: 34; APJ ag: -2
Record of CCOc1ccc(S(=O)(=O)N2CCOCC2)cc1NC(=O)CCOc1ccc(C(C)(C)C)cc1 → XBP1 UPR activ: -1; tim23-1 inh: -5; TIM10 inh: 11; CHOP UPR activ: 1.9; tim10-1 inh: -3; CXCR6 inh: 11; APJ antag: 23; Mdm2-MdmX inh: 36; APJ ag: 4

New compounds follow:
SMILES	XBP1 UPR activ	tim23-1 inh	TIM10 inh	CHOP UPR activ	tim10-1 inh	CXCR6 inh	APJ antag	Mdm2-MdmX inh	APJ ag
CCn1c(SCC(=O)N2CCOCC2)nnc1-c1cccs1	-3	5	-11	-1.0	12	2	7	1	-1
O=C(/C=C/c1ccc(Cl)cc1)N1CCOCC1	-2	21	2	5.1	18	3	8	-30	-5
COC(=O)COc1cccc(NS(=O)(=O)c2ccc(NC(C)=O)cc2)c1	3	13	9	-0.4	3	-4	16	-22	-5
CCN(CC)CCNC(=O)C(=O)NCC1OCCN1S(=O)(=O)c1ccc(Cl)cc1 (stereo not drawn)	-2	8	-2	0.4	0	-1	10	3	1
CC(=O)NC(=S)Nc1cccc(S(=O)(=O)NC2=NCCC2)c1	-2	4	7	-0.7	1	5	-8	-3	1
COc1cccc(-c2nnc(SCc3cccnc3)o2)c1	4	16	0	1.9	31	-3	1	-27	-4
COc1ccc(C2C(C(=O)c3cccs3)=C(O)C(=O)N2c2nnc(C)s2)cc1OC (stereo not drawn)	0	16	8	1.5	5	8	20	-11	-3
CSc1n[nH]c(NCc2ccc(C)cc2)n1	0	4	8	1.2	11	-2	8	-3	-3
CCOc1ccccc1CN1CCNC(=O)C1CC(=O)N(C)Cc1cnccn1 (stereo not drawn)	-4	1	-6	-3.2	-16	0	10	19	-9
COc1ccc(C(C#N)Nc2ccccc2)cc1 (stereo not drawn)	-2	-7	4	-0.7	8	nt	15	-15	0
CC1CC(=O)NN=C1c1ccc(N(C)C)c([N+](=O)[O-])c1 (stereo not drawn)	-2	22	-6	-1.3	26	0	28	15	1
CCN(C[C@H]1N[C@@](CC)(C(=O)OC)[C@H]2C(=O)N(C)C(=O)[C@@H]12)C(=O)NC(C)C	0	6	-6	0.8	0	-4	-1	28	-7
COc1cc(Nc2c3c(nc4ccccc24)CCCC3)cc(OC)c1OC	0	2	2	1.7	8	6	0	68*	1
CSc1ccccc1NC(=O)Nc1cccc(F)c1	5	19	24	2.2	9	-9	2	-26	-1
CC(C)N1CCN(Cc2ccc3c(c2)Cc2ccccc2-3)CC1CCO (stereo not drawn)	2	12	8	-1.0	22	2	12	10	-1
CC(C)NC(=O)c1nn(C)c2ccccc12	-2	1	1	4.7	4	7	4	-14	3
CCCCc1ncc(CN2CCC(n3nccc3NC(=O)C(OC)c3ccccc3)CC2)[nH]1 (stereo not drawn)	-3	0	-15	-1.3	-5	-1	-2	24	-2
Cc1ccccc1CN1CCC(CNC(=O)C2CCCN(c3ncnc4c3nc3n4CCCCC3)C2)CC1 (stereo not drawn)	-4	-10	4	-2.7	-7	7	-15	14	4
Cc1csc(NC(=O)CSc2nncn2C)n1	2	-9	-5	2.0	-2	1	-2	-11	-2

In the list so far, these have two or more sulfur atoms:
SMILES	XBP1 UPR activ	tim23-1 inh	TIM10 inh	CHOP UPR activ	tim10-1 inh	CXCR6 inh	APJ antag	Mdm2-MdmX inh	APJ ag
CCOc1ccccc1C(=O)Nc1nnc(SCC(=O)Nc2cc(C)on2)s1	3	4	-7	0.5	5	-3	-7	-19	1
CC1CCCC(NC(=O)CNC(=S)N(Cc2ccccc2)Cc2cccs2)C1C (stereo not drawn)	-3	26	20	0.6	27	-9	9	2	-1
CSc1nnc(-c2ccc(S(=O)(=O)N3CCCC3)cc2)n1C	1	19	7	0.0	0	-5	17	12	-1
CCn1c(SCC(=O)N2CCOCC2)nnc1-c1cccs1	-3	5	-11	-1.0	12	2	7	1	-1
CC(=O)NC(=S)Nc1cccc(S(=O)(=O)NC2=NCCC2)c1	-2	4	7	-0.7	1	5	-8	-3	1
COc1ccc(C2C(C(=O)c3cccs3)=C(O)C(=O)N2c2nnc(C)s2)cc1OC (stereo not drawn)	0	16	8	1.5	5	8	20	-11	-3
Cc1csc(NC(=O)CSc2nncn2C)n1	2	-9	-5	2.0	-2	1	-2	-11	-2

Some of the compounds tested, so the mix of outcomes need not match the whole.
